Screening data deposited in PubChem by several laboratories.
CHT PAM – CHT positive allosteric modulators, primary screen, cell-based, membrane potential dye, choline EC20; High affinity choline transporter 1 (Homo sapiens), Q9GZV3; B-score at 10 µM; 310,000 compounds, 0.49% hits; CHT-expressing cells; stronger effect = higher value; LV-AA mutant CHT in HEK293 cells;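 active = initial fluorescence not abnormally high and integrated response B-score, plate-corrected, over 3 SD above library mean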
Target sequence (Q9GZV3 whole entry, looked up): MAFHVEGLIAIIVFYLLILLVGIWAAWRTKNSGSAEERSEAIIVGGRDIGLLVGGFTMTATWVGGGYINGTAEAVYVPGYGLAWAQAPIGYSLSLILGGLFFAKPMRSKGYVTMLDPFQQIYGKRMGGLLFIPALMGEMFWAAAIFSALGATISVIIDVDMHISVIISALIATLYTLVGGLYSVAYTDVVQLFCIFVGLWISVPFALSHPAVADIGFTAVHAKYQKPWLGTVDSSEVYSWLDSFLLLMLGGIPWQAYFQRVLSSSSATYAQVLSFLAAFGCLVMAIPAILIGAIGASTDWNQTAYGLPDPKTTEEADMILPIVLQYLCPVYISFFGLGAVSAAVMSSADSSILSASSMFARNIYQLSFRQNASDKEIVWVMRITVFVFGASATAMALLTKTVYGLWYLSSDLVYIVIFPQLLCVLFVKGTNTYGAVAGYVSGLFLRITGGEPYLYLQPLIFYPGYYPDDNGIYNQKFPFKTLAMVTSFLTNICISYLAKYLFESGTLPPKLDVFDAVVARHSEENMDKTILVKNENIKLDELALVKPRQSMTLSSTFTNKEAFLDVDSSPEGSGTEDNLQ
OX1R antag-1 – antagonists of human orexin 1 receptor (OX1R). Orexin/Hypocretin receptor type 1 (Homo sapiens), O43613. inhibition, % at 6.6 µM. AID 485270, 2010. 330,000 compounds, 1.8% hits. OX1R-expressing cells, FRET antagonist read-out; in the data active = inhibition mostly above about 38%, no sharp cut-off; inactive = mostly below about 40%;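 also: 0% = agonist challenge alone and 100% = reference antagonist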
Target sequence (O43613 whole entry, looked up): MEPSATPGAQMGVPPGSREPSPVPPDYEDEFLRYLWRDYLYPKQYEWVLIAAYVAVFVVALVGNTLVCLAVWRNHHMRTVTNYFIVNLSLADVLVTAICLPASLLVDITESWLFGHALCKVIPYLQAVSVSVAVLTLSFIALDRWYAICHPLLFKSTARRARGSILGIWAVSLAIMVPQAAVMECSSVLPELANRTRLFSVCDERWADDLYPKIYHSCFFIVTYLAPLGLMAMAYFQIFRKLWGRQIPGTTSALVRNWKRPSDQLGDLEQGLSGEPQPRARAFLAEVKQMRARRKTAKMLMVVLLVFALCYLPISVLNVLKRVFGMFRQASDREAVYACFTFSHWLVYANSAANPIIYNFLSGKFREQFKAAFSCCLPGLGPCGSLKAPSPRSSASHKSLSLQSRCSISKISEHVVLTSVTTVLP
OX1R antag-2 – OX1R (HCRTR1) antagonists, primary screen, fluorescence, CHO/OX1R cells, Fluo-8 calcium, orexin A. AID 434989, 2010. 330,000 compounds, 0.43% hits. Fluo-8 calcium fluorescence. Orexin/Hypocretin receptor type 1 (Homo sapiens), O43613. inhibition, % at 5 µM;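 active = inhibition above its plate's threshold, mean inhibition of all tested compounds on the plate plus 3 SD, cut at about 37% in these data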;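 also: 0% = orexin A challenge wells and 100% = SB-334867-A antagonist wells; not every result past the cut was called active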
* hit, by the source's call; i = inactive; x = no result given.

SMILES	CHT PAM	OX1R antag-1	OX1R antag-2
COc1ccc(C(=O)N2CCCC(C(=O)N3CCN(c4ccccc4)CC3)C2)cc1 (centres undefined)	i	7	-11
COc1ccc(-c2nnc(SCC(=O)N3CCCC3=O)n2N)cc1OC	x	-2	-6
Cc1ccccc1N1CC(C(=O)Nc2nnc(SCCC3OCCO3)s2)CC1=O (centres undefined)	i	9	-19
O=C1C2C(c3ccccc3)C=CC(c3ccccc3)C2C(=O)N1c1ccncc1 (centres undefined)	i	20	-51
COc1cccc(CN(C(=O)Cn2nnc(-c3ccccc3F)n2)C(C(=O)NC(C)(C)C)c2ccncc2)c1 (centres undefined)	i	8	-22
O=c1c(C=NCC2CCCO2)c(-c2ccccc2)[nH]n1-c1ccc([N+](=O)[O-])cc1 (centres undefined)	i	5	-15
COc1ccc(S(=O)(=O)N2CCOC23CCN(S(=O)(=O)c2c(C)cc(C)cc2C)CC3)cc1	i	35	-22
CCOC(=O)c1c(NC(=O)COC(=O)Cc2ccccc2[N+](=O)[O-])sc(C(=O)N(C)C)c1C	i	31	4
O=C1c2ccccc2C(Nc2ccc(Cl)cc2)N1CCN1CCOCC1 (centres undefined)	i	1	-24
Cc1ccc(N2CC(C(=O)Nc3cc(C)on3)CC2=O)cc1 (centres undefined)	i	15	2
CCOC(=O)C1CCN(C(=O)COc2ccc(N(C)S(=O)(=O)c3ccc(OCC)cc3)cc2)CC1	i	11	-28
COc1ccc(-c2csc(NC(=O)CSc3nnnn3C)n2)c(OC)c1	i	19	-2
CSCCC1NC(=O)N(CC(=O)N2CCc3ccccc3C2)C1=O (centres undefined)	x	3	-6
CCc1nc2ccc(C(=O)N3CCN(c4cccc(C)c4C)CC3)cc2nc1CC	i	18	-33
COc1ccc(CNC(=O)C(=O)NCC2OCCN2S(=O)(=O)c2ccccc2)cc1 (centres undefined)	i	27	-20
Cc1ccc(C(=O)NC(N2CCCC2)C(Cl)(Cl)Cl)cc1 (centres undefined)	i	8	-18
O=C(C(Cc1ccccc1)N1C(=O)c2ccccc2C1=O)N1CCc2ccccc21 (centres undefined)	i	17	-8
CCc1nnc(NC(=O)c2ccc(S(=O)(=O)N(C)Cc3ccccc3)cc2)o1	i	39	-22
CC(C)c1nnc(NC(=O)C2CCCN2C(=O)Nc2ccccc2F)s1 (centres undefined)	i	5	-11
O=C(COc1ccc(Br)cc1)NCC1COc2ccccc2O1 (centres undefined)	x	10	0
COC(=O)c1cc(C(=O)NC(C)C2CC3CCC2C3)cc([N+](=O)[O-])c1 (centres undefined)	i	8	-54
CC(OC(=O)CCC1CCCCC1)C(=O)Nc1ccc(S(N)(=O)=O)cc1 (centres undefined)	i	12	0
COC(=O)c1ccc(N=CC2=C(O)CC(c3ccccc3)CC2=O)cc1 (centres undefined)	i	8	-16
S=C(NC1CCCCC1)N1CCN(Cc2ccccc2Cl)CC1	i	26	-21

A run of entries taken from the entries so far, as a working copy:
SMILES	CHT PAM	OX1R antag-1	OX1R antag-2
COc1ccc(C(=O)N2CCCC(C(=O)N3CCN(c4ccccc4)CC3)C2)cc1 (centres undefined)	i	7	-11
COc1ccc(-c2nnc(SCC(=O)N3CCCC3=O)n2N)cc1OC	x	-2	-6
Cc1ccccc1N1CC(C(=O)Nc2nnc(SCCC3OCCO3)s2)CC1=O (centres undefined)	i	9	-19
O=C1C2C(c3ccccc3)C=CC(c3ccccc3)C2C(=O)N1c1ccncc1 (centres undefined)	i	20	-51
COc1cccc(CN(C(=O)Cn2nnc(-c3ccccc3F)n2)C(C(=O)NC(C)(C)C)c2ccncc2)c1 (centres undefined)	i	8	-22

One compound at a time, from the list above. Order of screens: CHT PAM | OX1R antag-1 | OX1R antag-2
Profile of S=C(NC1CCCCC1)N1CCN(Cc2ccccc2Cl)CC1 → i | 26 | -21
Profile of CC(OC(=O)CCC1CCCCC1)C(=O)Nc1ccc(S(N)(=O)=O)cc1 (centres undefined) → i | 12 | 0

(listing goes on)
SMILES	CHT PAM	OX1R antag-1	OX1R antag-2
O=C(CSc1nc(N2CCOCC2)nc(N2CCOCC2)n1)Nc1ccc([N+](=O)[O-])cc1	i	19	-21
Cc1ccc(CCNC(=O)CCS(=O)(=O)Cc2ccc(C)cc2)cc1	i	-4	-12
CNC(=O)c1ccc(NC(=O)CC2SC(N3CCCC3)=NC2=O)cc1 (centres undefined)	x	9	-9
O=C1C2C3C=CC(C3)C2C(=O)N1c1ccc2c(c1)CCC2 (centres undefined)	i	-2	-33
CN(CC(=O)Nc1ccc(Cl)c(Cl)c1)C(=O)C1CCC1	x	11	0
c1nc(NC2CCCCCC2)c2[nH]cnc2n1	i	11	-13
CS(=O)(=O)N1CCN(c2ccc(NC(=O)c3cccnc3Cl)cc2)CC1	i	7	-3
COc1ccccc1C(=O)N/C(=C/c1ccc(Br)cc1)C(=O)N1CCCC1	i	8	-30
O=C(COC(=O)c1n[nH]c2ccccc12)NC(=O)NC12CC3CC(CC(C3)C1)C2	i	7	-4
COc1ccccc1N(CCOc1ccccc1)S(=O)(=O)c1ccccc1	x	26	-1
O=C1CCc2cc(S(=O)(=O)NCc3ccccc3Cl)ccc2N1	x	-4	-10
CCCC(O)(CCN1CCCCC1)c1ccc(OCC)cc1 (centres undefined)	i	4	-19
Cc1ccnc(NC(=O)CNC(=O)c2ccc(Br)o2)c1	i	13	3
CCOc1ccccc1C(=O)N/N=C/c1c[nH]c2ccccc12	i	18	-23
Cc1noc(C)c1C(=O)OCC(=O)Nc1cccc(S(N)(=O)=O)c1	i	3	11
O=S(=O)(NC1=NCCCCC1)c1ccc2sc(NS(=O)(=O)c3ccc4ccccc4c3)nc2c1	i	-4	4
CCOC(=O)C(N)CSC1CC(=O)N(c2ccc(OCC)cc2)C1=O (centres undefined)	i	14	12
O=C(Cc1nc(-c2ccc(Br)s2)cs1)NCCN1CCOCC1	i	6	-5
CCN1C(=O)/C(=C/c2nc3ccccc3c(=O)n2-c2ccc(C)cc2)c2ccccc21	i	21	-14
COc1ccccc1NS(=O)(=O)c1ccc2c(c1)N(C(C)=O)CC(C)S2 (centres undefined)	i	18	-16
Cc1ccc(NC(=O)Cn2nc(C)c(S(=O)(=O)N(C)C)c2C)cc1C	i	8	-9
CCOC(=O)c1sc(=S)n(CC)c1NC(=O)c1ccccc1C	i	7	-31
Cc1nc(N2CCCCC2)sc1C=O	i	21	-5
COc1ccc(N2CCN(CC(=O)N3CCC(C)CC3)CC2)cc1	i	9	-7
CCn1c2ccccc2c2c3ncc4cccn4c3ccc21	i	20	-8
Cc1cc(NC(=O)c2ccco2)ccc1-n1cnnn1	i	18	-11
CCOC(=O)C1CCCN(CC(O)COCc2ccccc2OC)C1 (centres undefined)	i	10	-27
COc1ccc(CNC(=O)c2ccc(Cn3cc(Br)cn3)o2)cc1	i	31	-19
Cn1c(CSc2nc3ccccc3s2)n[nH]c1=S	i	31	-10
Cc1cccc(Nc2n[nH]c(=S)s2)c1C	i	2	-7
Cc1ccc(C(=O)ONC(=O)c2ccc(Cl)cc2)cc1[N+](=O)[O-]	i	1	-13
CCOC(=O)c1ccc(COC(=O)c2cc3ccccc3oc2=O)o1	i	51	-36
CCc1ccc(C(=O)NNC(=O)OC)cc1	i	-4	-7
O=c1c2ccccc2nc2c3ccccc3c(NCCN3CCOCC3)nn12	i	34	-28
Cc1ccccc1Nc1nnc(SCC(=O)NCC2CCCO2)s1 (centres undefined)	x	8	-6
O=C(Nc1ccccc1)C1=C[C@@H](c2ccccc2)C[C@@H](OCc2ccc(CO)cc2)O1	i	22	-27
C[C@H]([C@H](O)c1ccccc1)N(C)C(=O)CN	i	7	5
COc1ccccc1CC(=O)Nc1ccc(S(=O)(=O)N2CC(C)CC(C)C2)cc1 (centres undefined)	x	-3	-4
CCCn1c(SCC(=O)Nc2cc(S(=O)(=O)N3CCOCC3)ccc2Cl)n[nH]c1=O	i	18	-5
COc1ccc(CNCc2cccc(Oc3ccccc3)c2)cc1	i	18	-22
Cc1cc(N)nc(SCC(=O)N2C(C)CCCC2C)n1 (centres undefined)	i	5	-21
O=C(NCCN1C(=O)S/C(=C\c2cccs2)C1=O)c1ccc(=O)[nH]c1	i	25	-20
O=C(CSc1nnc(Cn2nnc3ccccc32)o1)Nc1cccc(Cl)c1	i	15	-19
COc1ccc(OC)c(NC(=O)CSc2ccc3ccccc3c2)c1	i	55	23
COC(=O)CCC/C=C1/SCC(NC(=O)c2ccccc2)/C1=N/O (centres undefined)	i	26	-16
CCC(=O)Nc1cc(C(=O)OC(C(=O)c2ccc(C)c(C)c2)c2ccccc2)ccc1C (centres undefined)	i	31	-7
Cc1ccccc1N1C(=O)C2ON(c3ccccc3)C(c3ccco3)C2C1=O (centres undefined)	i	13	-12
CO/N=C/C(=N\Nc1ccc(OC)cc1)C(=O)c1ccc(F)cc1	i	14	-32
CC1(C)C2CCC1(C(=O)O)c1nc3ccccc3nc12 (centres undefined)	i	18	8
CCn1c(SCC(=O)Nc2ccccc2C)nnc1-c1ccccc1O	i	8	2
Cc1nc2nc[nH]n2c(=O)c1NC(=O)c1cccc(OCC(C)C)c1	i	7	-17
CCCN1CCN(CCCNC(=O)C2CCCN(c3nnc(-n4cccc4)s3)C2)CC1 (centres undefined)	i	15	-18
Cn1nnc(NC(=O)CSc2nnnn2-c2ccc(F)cc2)n1	i	4	-17
COc1ccccc1CC(=O)Nc1ccccc1O	i	8	-6
CCCC(=O)Nc1ccc(Sc2ccc([N+](=O)[O-])cc2)cc1	i	49	38
COc1ccccc1-c1nnc(NC(=O)c2ccc(S(=O)(=O)N(C)CC3CCCO3)cc2)o1 (centres undefined)	i	26	2
Cc1c(CN2CCCC(C(=O)c3cccc(Cl)c3)C2)c(=O)n(-c2ccccc2)n1C (centres undefined)	i	10	-28
CCNc1nc(NC(C)C)nc(NC(C)(C)C)n1	i	33	5
COc1ccc(-c2c(C)oc3c(CN4CCN(C)CC4)c(O)ccc3c2=O)cc1	i	6	-9
CC(=O)Cn1nnc2sc3c(c2c1=O)CCC(C(C)(C)C)C3 (centres undefined)	i	8	-25

Results in OX1R antag-2, for some of the entries so far:
| mol | OX1R antag-2 |
| --- | --- |
| CCN1C(=O)/C(=C/c2nc3ccccc3c(=O)n2-c2ccc(C)cc2)c2ccccc21 | -14 |
| CCOC(=O)C1CCN(C(=O)COc2ccc(N(C)S(=O)(=O)c3ccc(OCC)cc3)cc2)CC1 | -28 |
| Cc1ccc(C(=O)ONC(=O)c2ccc(Cl)cc2)cc1[N+](=O)[O-] | -13 |

Following part.
SMILES	CHT PAM	OX1R antag-1	OX1R antag-2
CC1CCN(C(=O)C2CC(c3ccc(F)cc3)=NO2)CC1 (centres undefined)	i	0	-5
CC(=O)NC(CC(C)C)C(=O)NC(=O)NCc1ccccc1 (centres undefined)	i	2	-28
CCCCCCc1cc2cc(C(=O)NCc3ccccc3)c(=N)oc2cc1O	i	6	-5
CCC(C)NS(=O)(=O)c1cc2c3c(c1)CCC(=O)N3CCC2 (centres undefined)	i	18	-14
O=C(NCCCn1ccnc1)Nc1cccc2ccccc12	i	27	-3
COc1ccc(NC(=O)NCc2ccc3c(c2)OCO3)cc1	i	18	-25
Cc1ncoc1C(=O)N1CCc2c([nH]c3ccccc23)C1C1CCCCC1 (centres undefined)	i	27	-25
FC(F)(F)c1cc(-c2ccccc2)nc(NCc2cccnc2)n1	i	38	-15
C/C(=N\NC(=O)CC(C)C)c1ccc(N2CCCCC2)cc1	i	11	-13
CCSc1nnc(NC(=O)c2c(C)noc2C)s1	i	14	-10
Cc1cc(OCC(O)CN)ccc1Cl (centres undefined)	i	12	3
O=C(Nc1ccc2c(c1)C(=O)NC2=O)c1ccc(S(=O)(=O)N2CCCC2)cc1	i	9	-6
C[C@]12CCC3c4ccc(OCC(=O)O)cc4CCC3C1CCC2=O (some centres undefined)	i	-1	-2
S=C(NN=C1CCCCCC1)Nc1ccc(Cl)cc1	i	9	4
CC(C)n1c(=S)[nH]c2cc(C(F)(F)F)ccc21	i	15	0
Cc1cccc(C)c1-n1c(C)nn(-c2ncc(C(F)(F)F)cc2Cl)c1=O	i	6	-19
Cc1onc(-c2ccccc2)c1C(=O)NC(CC(=O)O)c1ccc(OC(C)C)cc1 (centres undefined)	i	19	-25
COc1ccc(N2CC(C(=O)Nc3ncccc3C)CC2=O)cc1 (centres undefined)	i	7	-3
COC(=O)CSc1nnc(C)n1-c1cccc(C#N)c1	i	6	-3
O=C(Nc1ccc(O)cc1)c1cc2ccccc2c(=O)s1	i	14	-19
C=CCn1cc(C(=O)N2CCc3ccccc3C2)c(=O)c2cc(S(=O)(=O)N(CC)CC)ccc21	i	13	-3
CCN(CC)C(=N)N1c2ccccc2CCC1C (centres undefined)	i	1	-5
O=C(OC1CCOC1=O)c1cc(-c2ccc(Cl)cc2)nc2ccccc12 (centres undefined)	i	26	-5
O=C(Nc1ccc(Cl)cc1)Nc1ccon1	i	-2	-15

A few values from the list:
Cc1ccc(N2CC(C(=O)Nc3cc(C)on3)CC2=O)cc1 (centres undefined) – OX1R antag-2: 2
COc1ccccc1CC(=O)Nc1ccccc1O – OX1R antag-2: -6

Next records.
SMILES	CHT PAM	OX1R antag-1	OX1R antag-2
Cc1ccc(Nc2nc(N/N=C/c3c[nH]c4ccccc34)nc(N3CCOCC3)n2)cc1	i	22	-24
Cc1cc(C)c2c(N)c(C(=O)Nc3cccc(C)c3C)sc2n1	i	11	-42
COC(=O)c1ccc(/C=C2/SC(=S)N(CCCC(=O)Nc3ccccn3)C2=O)cc1	i	17	-12
O=C(C[C@H]1C[C@H](C(=O)N2CCOCC2)[C@@]2(CCC3CCCC3)c3[nH]c4ccc(Cl)cc4c3CCN2C1=O)NCCCn1ccnc1	x	2	-30
